# Assay outcomes from PubChem BioAssay.
# Shiga toxin inh – inhibitors of Shiga toxin in Vero cells; 290,000 tested, 9.2% active; Vero cells, Shiga toxin protein synthesis inhibition reporter; inhibition, % at 38.7 µM; in the data active = inhibition mostly above about 28%, no sharp cut-off; inactive = mostly below about 43%; also: 0% is about no effect
# LmPK inhibitor – LmPK (Leishmania mexicana) enzyme inhibition | 290,000 tested, 0.37% active | purified LmPK, Kinase-Glo ATP luminescence, 1 h | Potency, µM (top dose mostly 57.5 µM), without a hit: at the top dose activity change, negative = inhibition, hits mostly inhibitors | AID 1721 | Q27686; also: potency is read from the fitted curve at half-maximal effect; % is scaled to controls: 0 for no effect and ±100 for the full control effect
# Target sequence (Q27686 whole entry, looked up): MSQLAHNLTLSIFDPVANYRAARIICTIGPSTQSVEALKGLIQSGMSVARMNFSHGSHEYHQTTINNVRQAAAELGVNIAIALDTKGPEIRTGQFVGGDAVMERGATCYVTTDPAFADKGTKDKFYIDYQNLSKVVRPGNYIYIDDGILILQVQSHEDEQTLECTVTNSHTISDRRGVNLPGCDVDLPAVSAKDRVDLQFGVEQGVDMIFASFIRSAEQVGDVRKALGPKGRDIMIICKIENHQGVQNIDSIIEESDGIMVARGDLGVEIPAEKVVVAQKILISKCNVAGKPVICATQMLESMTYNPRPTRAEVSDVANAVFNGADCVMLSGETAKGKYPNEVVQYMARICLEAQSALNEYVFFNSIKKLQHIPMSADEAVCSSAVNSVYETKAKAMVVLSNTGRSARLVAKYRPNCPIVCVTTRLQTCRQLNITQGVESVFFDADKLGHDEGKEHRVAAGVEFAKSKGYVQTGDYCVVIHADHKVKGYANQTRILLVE
#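 Purified LmPK (0.1 nM) converted ADP (0.1 mM) to ATP with PEP (0.5 mM) in imidazole buffer pH 7.2 with KCl and MgCl2, 1 h at room temperature. ATP was read by Kinase-Glo luminescence; data normalized to uninhibited and no-enzyme controls.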
# Pf growth 48h – inhibits P. falciparum growth in the first generation, 48 h; P. falciparum luciferase growth in erythrocytes, 48 h; AID 504832; 310,000 tested, 5.9% active; Potency, µM (top dose mostly 28.7 µM), for inactives: at the highest dose activity change, negative = inhibition, actives largely listed as inhibitors; also: potency is read from the fitted curve at half-maximal effect; % is scaled to controls: 0 for no effect and ±100 for the full control effect
#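 A one-generation exposure of luciferase-tagged malaria parasites in RPMI 1640/Albumax erythrocyte culture, 37 C and 5% CO2. Inhibition is inferred from decreased luminescence after adding detection reagent.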
# Pf growth 96h – P. falciparum growth inhibition at 96 hour, primary screen for plastid delayed-death inhibitors; 320,000 tested, 6.9% active; P. falciparum luciferase reporter growth, 96 h; Potency, µM (doses to about 28.7 µM), for inactives: at the top dose activity change, negative = inhibition, usual class: inhibitors; AID 504834; also: potency is read from the fitted curve at half-maximal effect; % is scaled to controls: 0 for no effect and ±100 for the full control effect
#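 Erythrocytes infected with luciferase-expressing P. falciparum were dispensed at 2% hematocrit and 0.05% parasitemia (final), then incubated with compounds 96 hours at 37 C in 5% CO2. Luminescence after detection reagent addition reported growth.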
# HCV inhibitor – inhibitors of hepatitis C virus infection; Huh7.5.1 HCVcc-Cre infection, luciferase reporter, 44 h; Potency, µM (doses to about 41.8 µM), for the others: top-dose activity change, negative = inhibition, hits mostly inhibitors; 340,000 tested, 3.4% active; AID 651820; also: potency is read from the fitted curve at half-maximal effect; % is scaled to controls: 0 for no effect and ±100 for the full control effect
#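 Infectious HCVcc-Cre (~0.5 moi) was added to cells just after compound, with cells seeded 4 h earlier at 1,000 per well. Luciferase activity after 44 h culture reported infection; substrate was incubated 15 min at room temperature before reading.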
# Tb PYK inh – inhibitors of Trypanosoma brucei pyruvate kinase; TbPYK enzyme, Kinase-Glo Plus ATP luminescence, 45 min; Potency, µM (titrated, usually from 76.8 µM), for the others: at the top dose activity, negative = inhibition, most hits filed as inhibitors; 410,000 tested, 0.12% active; also: potency is read from the fitted curve at half-maximal effect; % is scaled to controls: 0 for no effect and ±100 for the full control effect; nearly all actives have a fitted effect of over 50% in size
#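 Luminescent Kinase-Glo Plus end-point after 45 min room-temperature reaction of T. brucei pyruvate kinase started with 130 uM ADP (final). Buffer TEA 50 mM pH 7.2 with KCl, MgCl2, BSA, Tween-20; titration-based qHTS with fitted concentration-effect curves.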
# Cycloheximide cs – counter-screen for Shiga toxin inhibitors: cycloheximide protein synthesis inhibition. max response, %. 300,000 tested, 12% active. cell reporter, cycloheximide protein synthesis inhibition counterscreen; in the data active = max response mostly above about 13%, no sharp cut-off; inactive = mostly below about 14%; also: read at 38.3 µM for the half of the compounds with a filed dose; 0% is about no effect
# An asterisk follows results filed as active; ? = inconclusive; / = not tested or not shown; [ ] = another dose, or the depositor's remark. Unless noted, calls follow the shape of the dose curve; as a rule, active = well fitted curve in the direction sought with a large enough effect; inconclusive = small, poorly fitted or top-dose-only effect, or another doubt; inactive = no such curve, though single readings can be large; an effect the other way counts as inactive or inconclusive. Hits appear at their usual frequency; overall some 24% were active at least once.
# Order of results: Shiga toxin inh, LmPK inhibitor, Pf growth 48h, Pf growth 96h, HCV inhibitor, Tb PYK inh, Cycloheximide cs
> COC(=O)c1ccc(NC(=O)CSc2nc3ccc(N4C(=O)C5C6C=CC(C6)C5C4=O)cc3s2)cc1 (configuration not stated)
  4, 2%, ?, 9.3µM*, 11µM*, 2%, 23*
> CCC(=O)N1CCc2cc(S(=O)(=O)N3CCN(c4cc(C)ccc4C)CC3)ccc21
  -5, -6%, -12%, 10µM*, 12%, 1%, 15
> COc1ccccc1NC(=O)c1ccc(Br)o1
  31, -2%, 18%, -7%, ?, -9%, 14*
> Cc1cc(N2CCOCC2)nc2ccc(Cl)cc12
  62*, 4%, 68%[activator], 29%, -12%, 0%, 41*
> CCCCOc1ccc(NC(=S)Nc2cc(C)nc(SCCCC)n2)cc1
  -6, 2%, 0%, ?, 24%, 17%, -3
> COc1ccc(/C(=C\Nc2ccc(C)c(C)c2)C(C)=O)cc1OC
  -3, 11%, 290%[activator], -30%, -19%, 3%, 9
> O=P(O)(O)Oc1ccccc1P(=O)(c1ccccc1)c1ccccc1
  -6, -3%, -1%, 127%[activator], 16%, 0%, -1
> Cc1cccc(NC(=S)N(Cc2ccco2)C(C)c2cccs2)c1 (configuration not stated)
  -12, -1%, -28%, ?, -12%, 4%, -1
> Cc1ccc(C(=O)OCC(=O)NCc2ccc(Cl)cc2Cl)o1
  /, /, -14%, -24%, 0%, 1%, /
> NC(=O)CC(NC(=O)Cc1ccc(Br)cc1)c1ccc(NCCN2CCCC2)c([N+](=O)[O-])c1 (configuration not stated)
  7, -3%, 20%, ?, 20%, -3%, 2
> COc1ccc(C(=O)NNC(=O)c2cc3cc([N+](=O)[O-])ccc3oc2=O)cc1OC
  -19, 3%, 21%, 0%, 35%[activator], 5%, -2
> O=C(Nc1ccc2nc(-c3ccccn3)[nH]c2c1)C1CCCCC1
  57*, 1%, 14%, 13%, -10%, -2%, 36*
> Cc1ccc(Oc2ccc(NC(=O)Cn3ccsc3=N)cc2)cc1
  -12, 9%, 10µM*, /, ?, -4%, -3
> Cc1c(C)c2ccc(OCC(=O)N3CCC(C(=O)O)CC3)c(C)c2oc1=O
  -1, 1%, ?, 3%, 7%, 0%, -2
> Cc1ccccc1NC(=O)C1CCCN(c2nnc(N3CCCC3=O)s2)C1 (configuration not stated)
  -6, -9%, 1%, 96%[activator], -10%, 2%, -3
> Fc1cnc(Cl)nc1N1CCN(c2ccccc2)CC1
  17, -6%, 17%, 0%, -1%, 2%, 1
> Nc1nonc1-c1nc2ccccc2n1Cc1ccc(F)cc1
  -11, 7%, ?, -2%, ?, -10%, -3
> C=CCN1C(=NC(=O)CC)SC2CS(=O)(=O)CC21 (configuration not stated)
  -3, -4%, 2%, 29%, 1%, -9%, -3
> Cc1ccc(Nc2c(F)c(F)c(F)c(F)c2C(=O)O)c(C)c1
  -5, 2%, -10%, ?, 5%, 4%, -3
> Cc1ccccc1OCCNC(=O)/C=C/c1ccccc1
  24*, -3%, -9%, 188%[activator], 3%, 1%, 19
> O=C(CSc1ccccn1)Nc1cccc(S(=O)(=O)N2CCCC2)c1
  /, /, -29%, ?, -25%, 4%, /
> CC(C)c1nc(NCC2CCCO2)c(C#N)c2c1COC(C)(C)C2 (configuration not stated)
  24, 0%, 13µM*, 0%, -11%, -3%, 6
> Cc1nc(C)c(C(=O)C2=C(O)C(=O)N(CCN3CCOCC3)C2c2cccs2)s1 (configuration not stated)
  0, -3%, -13%, 7%, 18%, -10%, -2
> COc1ccc(S(=O)(=O)N2CCOCC2)cc1NC(=O)COC(=O)C1COc2ccccc2O1 (configuration not stated)
  -3, 2%, 17%, 40%[activator], 10%, -10%, -2
> COc1ccccc1C(=O)NCC(=O)NNC(=O)C1COc2ccccc2O1 (configuration not stated)
  /, /, -8%, 10%, -1%, 0%, /
> Cc1ccc(NC(=O)C2CC(c3ccc(F)cc3)=NO2)cc1 (configuration not stated)
  -23, 9%, ?, 4.1µM*, -24%, 11%, 5
> Cc1ccc(C)c(NC(=O)CCNC(=O)N2C[C@H]3C[C@@H](C2)c2cccc(=O)n2C3)c1
  -6, -9%, 0%, ?, 16%, -9%, 1
> COc1cc2c(C(=O)N3CCN(C)CC3)c(C)n(-c3ccccc3)c2cc1Br
  -5, 2%, 4.7µM*, 1.5µM*, 1%, /, 11
> CC(=O)c1c(C(C)=O)c(C)n(-c2nc(-c3cccs3)c(C)s2)c1C
  15, 4%, ?, /, 0%, -12%, -1
> O=C(Nc1ccc(Cl)cc1C(F)(F)F)c1ccccc1
  15, -3%, 23%, ?, 4%, 6%, 16*
> CC(C)Cc1ccc(C(C)C(=N)N)cc1 (configuration not stated)
  1, 1%, ?, ?, -15%, -20%, -2
> O=C1C=C(c2ccccc2)OC(c2ccccc2)O1 (configuration not stated)
  24, -3%, 14%, 25%, -3%, -2%, 9
> O=C(CSc1nnc(CNC(=O)c2c(F)cccc2Cl)o1)Nc1ccc2c(c1)OCO2
  -12, 4%, -23%, 2%, 7%, -2%, -3
> CCc1nn(-c2ccccc2)c(N)c1-c1ccc(OC)c(OC)c1
  5, 5%, /, -13%, -8%, 1%, 6
> CCOc1ccc(C(=O)OC2CC3CCC(C2)N3C)cc1 (configuration not stated)
  27, 4%, 35%[activator], ?, -1%, 2%, 22*
> C/C(=N\NC(=S)Nc1ccc(F)cc1)C1CC1
  21, 3%, ?, 12µM*, 6%, -13%, 29*
> N#CCCN(Cc1cccnc1)C(=O)Nc1cccc(Cl)c1
  -6, 2%, -13%, 8%, -18%, -5%, -7
> CC1CCC(NC(=O)CCS(=O)(=O)c2ccc3c(c2)oc(=O)n3C)CC1 (configuration not stated)
  -3, 0%, -26%, -27%, 18%, -22%, -3
> CCCCOc1ccc(C(=O)NCC(=O)N2CC(C)CC(C)C2)cc1 (configuration not stated)
  /, /, ?, ?, -17%, -21%, /
> COCCNC(=O)C(c1cccs1)N(C(=O)Cn1nnc2ccccc21)c1ccc2c(c1)OCO2 (configuration not stated)
  13, 1%, -14%, -2%, 13%, -5%, -5

# Given as labelled records: four of the compounds above.
Fc1cnc(Cl)nc1N1CCN(c2ccccc2)CC1
  Shiga toxin inh = 17
  LmPK inhibitor = -6%
  Pf growth 48h = 17%
  Pf growth 96h = 0%
  HCV inhibitor = -1%
  Tb PYK inh = 2%
  Cycloheximide cs = 1
Nc1nonc1-c1nc2ccccc2n1Cc1ccc(F)cc1
  Shiga toxin inh = -11
  LmPK inhibitor = 7%
  Pf growth 48h = ?
  Pf growth 96h = -2%
  HCV inhibitor = ?
  Tb PYK inh = -10%
  Cycloheximide cs = -3
C=CCN1C(=NC(=O)CC)SC2CS(=O)(=O)CC21 (configuration not stated)
  Shiga toxin inh = -3
  LmPK inhibitor = -4%
  Pf growth 48h = 2%
  Pf growth 96h = 29%
  HCV inhibitor = 1%
  Tb PYK inh = -9%
  Cycloheximide cs = -3
Cc1ccc(Nc2c(F)c(F)c(F)c(F)c2C(=O)O)c(C)c1
  Shiga toxin inh = -5
  LmPK inhibitor = 2%
  Pf growth 48h = -10%
  Pf growth 96h = ?
  HCV inhibitor = 5%
  Tb PYK inh = 4%
  Cycloheximide cs = -3

# Single records (already shown). Order of screens: Shiga toxin inh	LmPK inhibitor	Pf growth 48h	Pf growth 96h	HCV inhibitor	Tb PYK inh	Cycloheximide cs
# COCCNC(=O)C(c1cccs1)N(C(=O)Cn1nnc2ccccc21)c1ccc2c(c1)OCO2 (configuration not stated) reads 13	1%	-14%	-2%	13%	-5%	-5
# C/C(=N\NC(=S)Nc1ccc(F)cc1)C1CC1 reads 21	3%	?	12µM*	6%	-13%	29*
# CCc1nn(-c2ccccc2)c(N)c1-c1ccc(OC)c(OC)c1 reads 5	5%	/	-13%	-8%	1%	6
# CCOc1ccc(C(=O)OC2CC3CCC(C2)N3C)cc1 (configuration not stated) reads 27	4%	35%[activator]	?	-1%	2%	22*
# O=C1C=C(c2ccccc2)OC(c2ccccc2)O1 (configuration not stated) reads 24	-3%	14%	25%	-3%	-2%	9

# The results go on.
# Order of results: Shiga toxin inh, LmPK inhibitor, Pf growth 48h, Pf growth 96h, HCV inhibitor, Tb PYK inh, Cycloheximide cs
> Cc1cc(C(=O)CCC(=O)N(C)CC(=O)Nc2ccccc2Br)c(C)s1
  /, /, -7%, 7%, ?, -1%, /
> COc1cccc(CN2CCN(c3ccc(F)cc3)C2=O)c1
  33, 4%, 34%, ?, ?, 8%, 34*
> O=C(O)CCSc1ncnc2sc(-c3ccccc3)cc12
  -12, -2%, -1%, 15%, 8%, 2%, -3
> Cc1ccc(S(=O)(=O)N2CCN(C(=O)Cc3ccccc3)CC2)cc1C
  /, /, 2%, ?, 8%, -4%, /
> O=C(Nc1ccc(N2CCCCC2)cc1)c1cc([N+](=O)[O-])cc([N+](=O)[O-])c1
  22, -8%, 26%, 10%, -3%, -22%, -1
> CC(C)(C)NC(=O)CCN1CCOCC1
  -30, 6%, 2%, /, 18%, -4%, -4
> CCCN1CNC(=S)N(CC2CCCO2)C1 (configuration not stated)
  -2, -1%, 14%, -25%, 15%, -3%, -2
> COc1ccc([C@H](NC(=O)OC(C)(C)C)C(=O)OC(C)(C)C)cc1
  /, /, 3%, 12%, -8%, -6%, /
> COC1(OC)C(=N/O)/C(=N\O)CCC1O (configuration not stated)
  -6, -2%, /, /, 17%, -4%, -6
> COc1cc(Br)cc(CN2CCN(C/C=C/c3ccccc3)CC2)c1O
  23, 3%, ?, 10%, -71%, 0%, -1
> CCOC(=O)C1(Cc2ccc(OC)cc2)CCN(C(=O)c2ccc3[nH]ccc3c2)CC1
  23, 1%, ?, ?, ?, -2%, 14
> Cn1c(Oc2ccc(F)cc2F)c(C=O)c2ccccc21
  30, 0%, ?, ?, -9%, -1%, 2
> Cc1nc(NS(=O)(=O)c2ccccc2)sc1NC(=O)Nc1ccc(Cl)cc1
  -17, 6%, ?, 0%, 8%, 1%, -2
> C=CCN1C(=O)C(CC(=O)NCC)SC1=Nc1cc(Cl)ccc1Cl (configuration not stated)
  -37, 4%, 43%[activator], 1.2µM*, 12%, 5%, -3
> COc1cccc(CNCc2ccc3c(c2)OCO3)c1
  -1, -1%, 0%, ?, 3%, -5%, 7
> O=[N+]([O-])c1ccc(-c2cn3c(n2)CCC3)cc1
  104*, -8%, 72%[activator], 102%[activator], -1%, -1%, 57*
